Bioassay records as filed in PubChem BioAssay.
15-hLO-2 inh: 15-hLO-2 (ALOX15B) enzyme inhibition | O15296 | purified 15hLO-2, xylenol orange hydroperoxide absorbance | Potency, µM (titrated, usually from 57.1 µM), without a hit: at the highest dose activity change, negative = inhibition, actives largely listed as inhibitors | 110,000 tested, 0.56% active; also: potency is read from the fitted curve at half-maximal effect; nearly all actives have a fitted effect of over 60% in size; many of its hits are not listed in these tables
Target sequence (O15296 whole entry, looked up): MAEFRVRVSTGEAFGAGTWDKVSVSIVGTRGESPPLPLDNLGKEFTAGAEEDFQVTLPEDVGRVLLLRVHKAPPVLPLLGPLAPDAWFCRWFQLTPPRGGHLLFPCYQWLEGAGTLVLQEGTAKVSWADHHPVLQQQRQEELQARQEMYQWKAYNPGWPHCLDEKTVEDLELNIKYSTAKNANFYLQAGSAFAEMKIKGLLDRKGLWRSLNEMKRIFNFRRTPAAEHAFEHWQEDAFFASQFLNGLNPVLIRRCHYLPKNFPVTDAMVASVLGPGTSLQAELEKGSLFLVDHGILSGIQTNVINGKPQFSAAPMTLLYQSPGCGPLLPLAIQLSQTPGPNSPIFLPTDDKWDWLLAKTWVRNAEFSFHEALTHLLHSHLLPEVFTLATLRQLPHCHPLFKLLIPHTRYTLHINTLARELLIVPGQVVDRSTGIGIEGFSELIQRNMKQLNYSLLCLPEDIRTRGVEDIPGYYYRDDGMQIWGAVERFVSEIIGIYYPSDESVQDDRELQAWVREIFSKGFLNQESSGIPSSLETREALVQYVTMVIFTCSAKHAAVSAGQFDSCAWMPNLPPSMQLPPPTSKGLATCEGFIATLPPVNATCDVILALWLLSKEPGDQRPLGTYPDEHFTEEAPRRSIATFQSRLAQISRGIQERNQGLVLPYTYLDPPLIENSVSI
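Read-out: hydroperoxide product oxidises ferrous iron, measured as xylenol orange complex via the 573-to-405 nm absorbance ratio after 30 min. Reaction: 50 nM enzyme, 15 min compound preincubation, 45 uM arachidonic acid, 90 min RT, Hepes pH 7.5 with Triton X-100.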
PNC inhibitor: blocks assembly of the perinucleolar compartment | PC3M PTB-GFP, PNC prevalence imaging, 16 h; active compounds read low | activity change (PNC), negative = inhibition, % at 10 µM | 140,000 tested, 3.1% active | AID 2417;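 active = readout at or below -70, meaning at least 70% loss of cells showing the perinucleolar compartment, a nuclear body marking cancer cells; inconclusive = readout between -30 and a set limit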;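 also: plate controls were DMSO wells for no effect and camptothecin positive control wells for full effect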
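Compounds are pinned in duplicate onto adhered PC3M cells stably expressing GFP-tagged PTB and incubated 16 h at 37 C. Cells are then fixed, nuclei stained with Hoechst, and PNC-positive cells counted.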
ALOX12 inhib: blocks human 12-lipoxygenase activity | P18054 | purified 12-hLO, xylenol orange hydroperoxide absorbance | Potency, µM (highest dose often 57.1 µM), for the others: at the top dose activity change, negative = inhibition, actives largely listed as inhibitors | 150,000 tested, 0.12% active; also: potency is read from the fitted curve at half-maximal effect; nearly all actives have a fitted effect of over 55% in size; many of its hits are not listed in these tables
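Lipoxygenase turnover measured by absorbance at 573 and 405 nm after Fe-XO development. Human 12hLO 150 nM, arachidonate 40 uM, pH 7.0 Hepes buffer with detergent; 15 min compound preincubation, 30 min reaction.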
IMPase inh: membrane-permeable compound that blocks inositol monophosphatase. P97697. CHO-M1 cells, IP1 accumulation, HTRF TR-FRET ratio. inhibition (IP1 accumulation), % at 46.1 µM. 120,000 tested, under 10 active; active = well fitted curve in the direction sought with a large enough effect in the signal ratio, not every such curve was filed as active; inconclusive = small, poorly fitted or top-dose-only effect, or a change in a side signal; inactive = no such curve, though single readings can be large or run the other way; the % refers to the signal ratio;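 also: cells stimulated with carbachol in lithium chloride buffer; plate controls were DMSO basal wells for no effect and reference inhibitor wells for full effect; higher means more IMPase inhibition seen as more IP1 and lower FRET ratio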
Target sequence (P97697 whole entry, looked up): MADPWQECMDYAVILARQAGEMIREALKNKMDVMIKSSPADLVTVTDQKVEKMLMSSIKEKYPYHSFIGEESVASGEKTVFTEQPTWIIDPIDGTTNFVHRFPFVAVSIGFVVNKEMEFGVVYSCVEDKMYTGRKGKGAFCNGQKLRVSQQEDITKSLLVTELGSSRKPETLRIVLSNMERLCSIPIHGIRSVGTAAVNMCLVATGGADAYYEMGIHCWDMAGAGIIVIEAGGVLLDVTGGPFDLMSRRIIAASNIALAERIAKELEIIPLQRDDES
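Elevated IP1 in lysates lowers TR-FRET signal (665/620 ratio and 620 channel reported). Cells were CHO-M1, given carbachol (50 uM as added) plus 50mM LiCl, pH 7.4, 30 min, 37C; compounds titrated up to 46 uM; AC50 by Hill equation.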
Starred values were filed as active, the others as inactive; ? = inconclusive; . = no result given; [ ] = remark or other dose. Unless noted, calls follow the shape of the dose curve; as a rule, active = well fitted curve in the direction sought with a large enough effect; inconclusive = small, poorly fitted or top-dose-only effect, or another doubt; inactive = no such curve, though single readings can be large; an effect the other way counts as inactive or inconclusive. Unless noted, % is scaled to controls: 0 for no effect and ±100 for the full control effect. These rows are one share of the data; count on the stated rates, not on these rows.

mol	15-hLO-2 inh	PNC inhibitor	ALOX12 inhib	IMPase inh
CCOC(=O)CC(NC(=O)c1cc2ccccc2oc1=O)c1cccc([N+](=O)[O-])c1 (stereo not given)	.	20	1%	-6
O=C1Cc2ccccc2C(=O)N1CCc1ccccc1	-24%	38	6%	-1
Cc1ccc(C2C(C#N)=C(N)Oc3nc(-c4ccccc4)[nH]c32)o1 (stereo not given)	-8%	-1	-10%	10
O=C(NCC1CCCO1)C(c1cccnc1)N(C(=O)Cc1cccs1)c1ccccc1 (stereo not given)	-1%	-11	0%	4
O=C(CNC(=O)Cc1ccccc1)NCC(=O)OCc1ccc(C(=O)c2ccccc2)cc1	-19%	21	-3%	2
O=C(O)c1ccccc1-c1nc2ccccc2n1-c1ccccc1	.	-109*	-2%	.
Cc1ccc(S(=O)(=O)c2c(C)nn(C(C)(C)C)c2OC(=O)C(C)(C)C)cc1	-2%	25	-5%	13
Cc1cc(C)nc(N2CCC(C(=O)NC3CCCc4ccccc43)CC2)n1 (stereo not given)	-1%	24	7%	0
COc1ccc(S(=O)(=O)/N=C2/NC(=O)/C(=C\c3cc(OC)c(OC)cc3[N+](=O)[O-])S2)cc1	-10%	-19	-17%	8
CCOC(=O)N1CCN(C(=O)CS(=O)(=O)c2cn(Cc3ccccc3C)c3ccccc23)CC1	.	?	0%	5
O=C(Oc1ccc(Br)cc1C(=S)N1CCCC1)c1ccccc1F	.	-28	0%	.
Cc1ccc(C(O)c2nccn2C)o1 (stereo not given)	6%	23	-2%	-25
CCOC(=O)CSc1nc2ccc(NC(=O)CSc3nnnn3Cc3ccccc3)cc2s1	.	-2	7%	0
Cc1nn2c(-c3cccnc3)ccnc2c1-c1ccccc1	.	-22	-4%	.
O=C(O)CSCC(=O)Nc1cc(C(F)(F)F)ccc1Cl	-2%	9	-4%	0
CCC(CC)C(=O)Nc1cc([N+](=O)[O-])ccc1Cl	.	-116*	-4%	.
CS(=O)(=O)c1ccc2nc(NC(=O)c3cccc(NS(=O)(=O)c4ccc(F)c(F)c4)c3)sc2c1	.	7	1%	-11
Cc1nc(NCCO)c2nc(-c3ccccc3)n(CC3CCN(C)CC3)c2n1	8%	.	2%	.
C/C(CC(=O)NCCCN1CCOCC1)=N\NC(=O)COc1ccc(Cl)cc1	0%	?	0%	-15
COc1cccc(NC(=O)N2CCN(c3cccc(C)c3C)CC2)c1	2%[2.29 µM]	-22	-4%	15
Cc1cccc(NC(=O)CN(C)S(=O)(=O)c2ccc(Br)cc2)n1	4%	?	-3%	3
Cc1occc1-c1nnc(SCC(=O)N2CCN(c3ccccc3)CC2)n1C	2%	?	3%	-3
CC1Cn2c(nnc2-c2ccc(F)cc2)S1 (stereo not given)	-3%	?	-1%	0
Cc1ccccc1OCC(=O)NC(=S)Nc1ccc(Br)c(C)n1	-9%	-19	-1%	-1
CC(NC(=O)c1ccc(Cn2cc([N+](=O)[O-])cn2)o1)c1ccccc1 (stereo not given)	-3%	42	-1%	-18
CCSc1nnc(CNC(=O)C23CC4CC(CC(C4)C2)C3)n1Cc1ccccc1	.	53	0%	-11
CCN1C(=O)C(Cc2nc3ccccc3c(=O)n2-c2ccccc2)c2ccccc21 (stereo not given)	-20%	?	10%	8
Cc1ccc(C(=O)NCCCCNC(=O)c2ccc(C)o2)o1	1%	9	7%	5
CC(C)OC(=O)C(C#N)c1nc2ccccc2nc1N1CCN(Cc2ccc3c(c2)OCO3)CC1 (stereo not given)	16%	?	3%	-8
O=C(c1ccco1)N1CCC2(CCCN(Cc3ccccc3)C2)CC1	8%	.	-3%	.
CCOC(=O)c1cc(NC(=O)N(CC)C2CCCCC2)c(C)nc1C	8%	-15	1%	-10
C=CCn1c(=O)c2ccccc2n2c(SCC(=O)NCCc3ccccc3)nnc12	-1%	-12	-13%	12
Cc1cc2n(n1)SC(Nc1ccc(F)cc1)N2 (stereo not given)	.	37	-28%	?
CCN(CC)C(=O)C[n+]1cccc(C(N)=O)c1	.	17	-1%	.
CC(C)(C)C1(C)OC(C(N)=O)C(C(N)=O)O1 (stereo not given)	1%	?	1%	10
O=C(N=Nc1c(O)n(Cc2ccccc2)c2ccccc12)c1ccc(O)cc1	.	29	-3%	.

Filtered by structure: those above with bromine
mol	15-hLO-2 inh	PNC inhibitor	ALOX12 inhib	IMPase inh
O=C(Oc1ccc(Br)cc1C(=S)N1CCCC1)c1ccccc1F	.	-28	0%	.
Cc1cccc(NC(=O)CN(C)S(=O)(=O)c2ccc(Br)cc2)n1	4%	?	-3%	3
Cc1ccccc1OCC(=O)NC(=S)Nc1ccc(Br)c(C)n1	-9%	-19	-1%	-1

Next entries
mol	15-hLO-2 inh	PNC inhibitor	ALOX12 inhib	IMPase inh
O=C(CCNc1ccc(Cl)c(C(F)(F)F)c1)c1ccco1	-4%	-11	-10%	?
O=C(Cc1cccs1)N1CCC(c2nc3c(nnn3Cc3ccccc3Cl)c(=O)[nH]2)CC1	-15%	46	-1%	-2
O=C(CSc1ccc(/C=N/NC(=O)c2cccc(F)c2)o1)Nc1ccccc1	1%	0	-2%	0
c1ccc(-c2ccc(C(c3ccccc3)n3ccnc3)cc2)cc1 (stereo not given)	3%	-28	-16%	.
CC(C)CC(=O)Nc1ccc(-c2nc3ccccc3c(=O)[nH]2)cc1	.	?	-2%	.
COc1ccc(CNC(=S)Nc2cccc(C)c2)cc1	?	-1	-25%	-6
CN(C)c1nc(N)nc(-c2cccnc2)n1	0%	-10	1%	1
CCc1nc2ccccc2n1Cc1ccc(OC)c(OC)c1	.	30	-4%	?
COc1ccc(C)cc1NC(=O)CSc1nnc(-c2ccccn2)n1Cc1ccco1	-1%	?	-9%	2
O=C(CSc1nnc(C2COc3ccccc3O2)o1)Nc1nccs1 (stereo not given)	.	-29	9%	13
CCOc1nc(NCCc2ccc(OC)c(OC)c2)nc(NC(C)(C)CO)n1	-2%	-7	5%	-8
CCOC(=O)NC(=O)CSc1ccccn1	-1%	-2	2%	-6
CCCCN(C(=O)c1ccc(S(=O)(=O)N(C)C)cc1)c1nc2ccccc2s1	.	-7	-2%	.
O=C(NNc1ccccc1[N+](=O)[O-])Nc1ccccc1	?	12	-2%	-3
Cc1cc(NC(=O)CSc2nc(C(C)C)nc3sc4c(c23)CCCC4)no1	1%	?	6%	?
O=C(CSCc1ccc(F)cc1)N1CCN(c2ccc(F)cc2)CC1	6%	20	-9%	-1
COc1ccc(OC)c2[nH]c(=O)c(CCNC(=O)C(C)C)cc12	0%	?	2%	-8
O=C(CCc1nc2ccccc2[nH]1)Nc1ccc(F)cc1	15%	19	0%	0
COc1cccc(NC(=O)c2ocnc2C)c1	0%	-8	-6%	0
Cc1ccc2nsnc2c1S(=O)(=O)N1CCN(C(=O)C2CCCO2)CC1 (stereo not given)	1%	-17	0%	-7
COc1ccc(C2CC(c3ccccc3)=NN2C(=O)COC(=O)c2cccc(S(=O)(=O)N(C)C)c2)cc1 (stereo not given)	.	-6	0%	4
Cc1cc(C(=O)Nc2cnn(Cc3ccc(Cl)cc3Cl)c2)no1	.	10	1%	8
O=C(CSc1ccc(-c2ccc(F)cc2)nn1)N1CCN(c2ccccc2)CC1	.	-3	-1%	-2
CCOC(=O)N1CCN(C(=O)c2ccc3c(SCC(=O)O)c4c(nc3c2)CCC4)CC1	5%	36	-6%	2
CCN(CC)C(=O)c1sc(NC(=O)c2ccncc2)c(C(=O)OC)c1C	.	?	-1%	.
Cc1ccc(S(=O)(=O)N2CCCC2C(=O)Nc2nc3ccccc3s2)cc1 (stereo not given)	11%	26	-20%	6
COC(=O)c1ccc(OCC(=O)c2ccc(O)cc2O)cc1	-3%	-27	1%	-13
O=C(NC1CCCCC1)C(=O)c1c(-c2ccccc2)[nH]c2ccccc12	.	70	-1%	.
CC(C)C(NC(=O)c1ccccc1NC(=O)c1ccco1)C(=O)O (stereo not given)	4%	6	3%	0
O=S(=O)(c1ccccc1)n1ccc(-c2cnc(-c3ccccc3)s2)n1	2%	?	6%	4
O=C1C2CC=CCC2C(=O)N1c1n[nH]c(CCc2ccccc2)n1 (stereo not given)	-2%	-20	8%	7
COc1cccc(NC(=O)CCP(C)(=O)O)c1	-5%	-19	-4%	-3
CCCOc1ccc(Cc2c(Cl)nc(SC)nc2NC)cc1	.	-1	-1%	13
CCOCCn1c(C(C)O)nc2ccccc21 (stereo not given)	.	?	-4%	8
Cc1nc(-c2cccc(S(=O)(=O)N3CCCCCC3)c2)cs1	-13%	-24	1%	6
Cc1ccc(NS(=O)(=O)c2ccc(NC(=O)C(C)Sc3ccc(Cl)cc3)cc2)c(C)c1 (stereo not given)	.	40	-10%	.
CCC(=O)NC(=S)Nc1ccc(-c2nc3ccc(C)cc3s2)cc1	.	-3	-2%	0
O=C(NC1CCCCC1)C1CCN(S(=O)(=O)N2CCCCCC2)CC1	1%	?	3%	1
O=c1cc(N2CCc3ccccc3C2)[nH]c(=O)n1C1CCCCC1	-8%	27	1%	-1
CCC(=O)NC(Nc1nc2ccc(C)cc2s1)(C(=O)OC)C(F)(F)F (stereo not given)	5%	5	5%	-1
c1ccc(Nc2ccc3c4c(cccc24)CC3)cc1	.	-25	-16%	?
CC(=O)OCC1OC(n2ccc3ccccc32)C(OC(C)=O)C(OC(C)=O)C1OC(C)=O (stereo not given)	-1%	1	-1%	6
Cc1cc(C)n(C(=O)CCC2COc3ccccc3O2)n1 (stereo not given)	-1%	-20	3%	12
CC/C(=N/Nc1ccccc1)c1cnnc(SC)n1	?	6	-9%	3
O=C(CCn1c(=O)[nH]c2ccccc2c1=O)NCCCN1CCN(c2cccc(Cl)c2)CC1	10%	6	-6%	3
CCOC(=O)c1c(CN2CCOCC2)n(-c2ccccc2)c2cc(Br)c(OC)cc12	11%	-92*	-4%	-3
COc1cc(OC)c(OC)cc1/C=C/C(=O)c1ccc(NS(=O)(=O)c2ccc(C)cc2)cc1	.	-23	0%	.
CCOC(=O)Cc1csc(NC(=O)CSc2nc(N)c3c(C)c(C)sc3n2)n1	14%	-26	-6%	3
CC(C)c1nc2ccccc2n1CCC(=O)O	4%	-5	4%	0
Cc1ccc(NC(=O)C2CCN(S(=O)(=O)c3cnc[nH]3)CC2)nc1	2%	12	-2%	17
O=S(=O)(c1ccc2c(c1)OCCO2)N(Cc1ccc(F)cc1)Cc1nnc(-c2cccs2)o1	2%[2.29 µM]	-26	-3%	17
Cc1ccccc1C(=O)c1c[nH]c(C(=O)NCc2ccco2)c1	1%	25	-13%	4
